Source: PubChem BioAssay (National Center for Advancing Translational Sciences (NCATS))
RXFP1 antag: RXFP1 (human) relaxin receptor antagonism. 350,000 tested, 0.59% active. Q9HBX9. activity change, negative = inhibition, % at 57.5 µM. HEK293-RXFP1, relaxin-stimulated cAMP HTRF, 30 min; active compounds read low. AID 1259400;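 active means activity change of -60% or lower, but not beyond a set lower limit; inconclusive means change between -60% and -40%, or beyond the set limit; inactive means change above -40%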; further: on the % scale 0 is the no-effect control and ±100 the full control effect
Anesthetic bind: binds horse apoferritin like a general anesthetic; apoferritin/1-aminoanthracene competitive binding, fluorescence; Potency, µM (titrated, usually from 77.5 µM), inactives show at the highest dose activity change, negative = displacement, hits mostly inhibitors; 350,000 tested, 0.074% active; AID 485281; further: potency means the concentration at half of the fitted maximal effect; on the % scale 0 is the no-effect control and ±100 the full control effect; nearly all actives have a fitted effect of over 20% in size
Target sequence (P02791 2-175 limits assumed): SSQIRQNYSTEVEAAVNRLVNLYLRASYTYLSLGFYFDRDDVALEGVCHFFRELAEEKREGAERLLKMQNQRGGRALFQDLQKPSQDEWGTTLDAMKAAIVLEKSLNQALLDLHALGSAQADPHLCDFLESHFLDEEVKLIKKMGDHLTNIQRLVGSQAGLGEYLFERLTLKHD
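In PBS, apoferritin at 10 uM is loaded with 1-AMA from a 50% saturated solution. After 10 min of compound exposure at ambient temperature, reduced 535 nm fluorescence indicates probe displacement.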
D1 antagonist: antagonists of human D1 dopamine receptor | P21728 | HEK293 TREx D1 cells, calcium flux, dopamine EC80; active compounds read low | activity change, negative = inhibition, % at 10 µM | 360,000 tested, 3.2% active; in the data active means activity change below about -30%; further: on the % scale 0 is the no-effect control and ±100 the full control effect
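Tetracycline-induced HEK293 Trex D1 cells, force-coupled to calcium, dye-loaded; compounds added and read 180 s, then EC80 dopamine added and calcium flux tracked kinetically another 180 s.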
D1 ag: activates the human D1 dopamine receptor | P21728 | HEK293 T-REx D1 cells, calcium flux, agonist mode | activation, % at 2 µM | 360,000 tested, 1% active; in the data active means activation above about 30%; further: 0% is about no effect
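Agonism was scored from calcium flux recorded over 180 s (1 read/s) after pintool compound addition, following a 10-cycle baseline. Cells were inducible force-coupled HEK293 TREx D1, plated overnight at 30 C and loaded with no-wash calcium dye.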
D1 PAM: potentiators of human D1 dopamine receptor | HEK293 TREx D1 cells, calcium flux, dopamine EC20 potentiation | potentiation, % at 10 µM | 360,000 tested, 0.036% active; in the data active means potentiation above about 30%; further: 0% is about no effect
TRHR PAM: allosteric enhancers of human TRH receptor | P34981 | TRHR cells, fluo-8 calcium fluorescence, EC20 TRH enhancement | enhancement, % at 2 µM | 360,000 tested, 0.66% active | AID 493056; in the data active means enhancement above about 30%; further: 0% is about no effect
Target sequence (P34981 whole entry, looked up): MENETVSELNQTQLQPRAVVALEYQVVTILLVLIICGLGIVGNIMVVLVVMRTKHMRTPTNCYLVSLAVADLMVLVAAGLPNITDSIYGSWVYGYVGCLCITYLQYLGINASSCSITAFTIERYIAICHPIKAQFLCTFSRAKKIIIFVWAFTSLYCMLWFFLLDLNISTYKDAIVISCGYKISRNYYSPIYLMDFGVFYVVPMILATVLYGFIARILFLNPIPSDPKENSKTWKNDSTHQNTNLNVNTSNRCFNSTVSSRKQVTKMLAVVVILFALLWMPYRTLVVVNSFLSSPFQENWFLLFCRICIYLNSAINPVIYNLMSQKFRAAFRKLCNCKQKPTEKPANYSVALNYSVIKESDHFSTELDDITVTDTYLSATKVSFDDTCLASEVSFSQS
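TRHR-expressing cells loaded with fluo-8 calcium dye were read kinetically (ex 480/em 530) during compound addition, then stimulated with an EC20 of TRH (10 nM final). Enhancement of the Gq-mediated intracellular calcium response was scored.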
RXFP1 ag: RXFP1 (human) receptor agonism. Q9HBX9. HEK293T-RXFP1 cAMP TR-FRET, 30 min; response scale: percent of porcine relaxin response, buffer zero. Potency, µM (top dose mostly 57.5 µM), inactives show at the highest dose activation, usual class: activators. 370,000 tested, 0.3% active. AID 2676; further: potency means the concentration at half of the fitted maximal effect; on the % scale 0 is the no-effect control and ±100 the full control effect; nearly all actives have a fitted effect of over 60% in size; many of its hits are not listed in these tables
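cAMP rise read by TR-FRET after 30 min, 37C compound exposure (up to 58 uM) in RXFP1-transfected HEK293 cells with Ro 20174 present. EC50 from Hill-equation fits, with 29 nM porcine relaxin as 100% and buffer as basal.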
D2 potentiator: D2 dopamine receptor (human) potentiation. AID 485347. 340,000 tested, 0.34% active. P14416. HEK293 T-REx D2, calcium flux, EC20 dopamine potentiation. potentiation, % at 10 µM;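 active means potentiation over 3 SD above the plate norm, cut at about 30% in these data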; further: 0% is about no effect
Target sequence (P14416 whole entry, looked up): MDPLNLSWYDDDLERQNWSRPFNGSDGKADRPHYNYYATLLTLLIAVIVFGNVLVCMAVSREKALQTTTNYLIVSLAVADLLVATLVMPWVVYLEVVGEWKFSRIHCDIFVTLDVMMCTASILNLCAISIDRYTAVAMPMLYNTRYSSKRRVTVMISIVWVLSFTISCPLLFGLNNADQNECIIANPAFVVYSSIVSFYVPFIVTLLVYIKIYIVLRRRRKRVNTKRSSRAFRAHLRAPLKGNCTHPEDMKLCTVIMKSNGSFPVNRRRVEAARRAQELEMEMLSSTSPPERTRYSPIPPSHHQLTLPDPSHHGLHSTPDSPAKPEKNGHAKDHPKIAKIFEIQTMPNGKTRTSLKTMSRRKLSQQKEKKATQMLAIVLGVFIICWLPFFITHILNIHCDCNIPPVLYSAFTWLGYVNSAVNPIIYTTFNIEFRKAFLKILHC
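Potentiation of an EC20 dopamine calcium response is measured in a force-coupled, tetracycline-inducible Hek293 Trex D2 line. Compound-only kinetic reads over 180 s flag agonists before dopamine addition.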
TRHR ag: TRH receptor (human) agonism. TRHR cells, calcium flux fluo-8, FDSS agonist mode. P34981. activation, % at 2 µM. AID 493084. 360,000 tested, 0.18% active; in the data active means activation above about 30%; further: 0% is about no effect
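TRHR-expressing cells loaded with fluo-8 calcium dye; 23 nL library compound pin-transferred, kinetic FDSS fluorescence (Ex 480/Em 530) recorded about 180 s for agonist-induced calcium release, before a 10 nM TRH EC20 addition for potentiator mode.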
An asterisk follows results filed as active; ? = inconclusive; / = not tested or not shown; [ ] = remark or other dose. Unless noted, the call rests on the fitted dose curve; in most records, active means well fitted curve in the direction sought with a large enough effect; inconclusive means small, poorly fitted or top-dose-only effect, or another doubt; inactive means no such curve, though single readings can be large; an effect the other way counts as inactive or inconclusive.

nr	Anesthetic bind	TRHR PAM	TRHR ag	D1 ag	RXFP1 antag	D1 antagonist	D2 potentiator	RXFP1 ag	D1 PAM	SMILES
1	-14%	32*	0.2	0	-2	8	10	0.8%	2	CN1CCN(c2nc3nonc3nc2N2CCN(C)CC2)CC1
2	-7%	0	0.1	1	18	-4	6	-1.1%	1	O=C(Nc1ccc(F)cc1)c1ccccc1F
3	0%	0	-0.3	6	-19	6	-9	1.4%	6	COc1ccc(CNC(=O)c2ccc(CNS(=O)(=O)c3ccc(F)cc3)cc2)cc1
4	-18%	-4	-0.1	2	-9	-4	/	-1.3%	-6	Cc1onc(-c2ccccc2Cl)c1C(=O)Nc1ccc(Br)cc1
5	-8%	0	0.9	4	0	-1	3	-0.7%	-6	S=C(Nc1ccc(Cl)c(Cl)c1)N1CCOCC1
6	5%	4	-1.0	4	2	2	11	1.0%	/	Cc1ccccc1N(C(=O)c1ccccn1)C(C(=O)NCc1ccccc1)c1ccncc1 (configuration not stated)
7	-2%	-3	0.9	2	9	-9	9	?	-1	O=C(COC(=O)c1cc(-c2ccccc2Cl)nc2ccccc12)Nc1ncc(C(F)(F)F)cc1Cl
8	1%	5	-0.4	3	-12	-2	4	15%	0	CCOC(=O)c1cn2nc(Oc3ccccc3)ccc2n1
9	-1%	-3	0.5	8	/	-22	9	2.8%	-2	O=C(CSc1ncc(CO)n1Cc1ccccc1)Nc1ccc(C(F)(F)F)cc1
10	22%	2	-0.3	7	-9	-4	-9	3.7%	-4	COc1ccc2c(c1)-c1nc(NC(=O)c3cc(OC)c(OC)c(OC)c3)sc1CC2
11	-11%	-3	0.3	4	-10	13	6	0.3%	0	COc1ccccc1N1CCN(/N=C/c2cc(Br)ccc2F)CC1
12	?	-3	-0.5	2	4	/	16	5.4%	4	O=[N+]([O-])c1ccc(Oc2cccc(Br)c2)c2ccncc12
13	-21%	3	0.5	1	-10	12	8	3.2%	-2	COCCNC(=O)c1c[nH]c2ccc(S(=O)(=O)N3CCc4ccccc43)cc2c1=O
14	/	1	-0.3	0	-2	-15	-12	-0.2%	6	Cc1ccc(S(=O)(=O)Nc2cccc(C(=O)NCC3(N4CCCCC4)CCCCC3)c2)cc1F
15	-7%	25	-0.5	0	?	-7	-4	-1.8%	0	CCCn1c(=O)c(C(=O)NNC(=O)c2cccc([N+](=O)[O-])c2)c(O)c2ccccc21
16	14%	4	0.5	0	21	3	-5	1.3%	8	CC(C)[C@H](NC(=O)N1CC(=O)Nc2ccccc21)C(=O)N1CCC(C(=O)O)CC1
17	-3%	2	0.3	0	/	10	-1	0.6%	-1	O=S1(=O)CCOC[C@H](CC2CCCCC2)N1Cc1ccccc1F
18	-9%	6	-0.1	2	-4	-26	-3	0.5%	-2	CCCn1nnnc1NC(=O)CSc1ccc(Cl)cc1
19	-9%	-2	0.5	0	-18	13	/	3.0%	-1	CCCOc1ccc(C(=O)CCNc2cccc(Cl)c2)cc1
20	-3%	2	-0.2	3	2	-14	-1	2.5%	-3	COc1ccc(CNC(=O)CSc2nc3cccnc3s2)cc1
21	-6%	-3	-0.3	0	0	9	-7	-0.3%	-1	Cc1ccc(CN2CCC(n3nccc3NC(=O)CCOc3ccccc3)CC2)o1
22	4%	2	0.0	3	-15	-13	/	3.0%	-2	Cc1ccc[n+](C(C)C(=O)c2ccc(-c3ccccc3)cc2)c1 (configuration not stated)
23	-16%	-8	-1.0	0	-3	-4	3	2.8%	-1	Cc1onc(-c2ccccc2)c1CNC(=O)C1COc2ccccc2O1 (configuration not stated)
24	-12%	-6	0.0	1	-12	3	2	?	-1	Cc1ccc(CCNC(=O)CCCn2c(=O)c3cccn3c3ccc(F)cc32)cc1
25	6%	5	0.7	1	-10	-3	0	-0.3%	-6	CC1=C(C(=O)N2CCCCC2)C(c2cccs2)NC(=O)N1 (configuration not stated)
26	-4%	4	0.1	10	-2	1	-3	0.6%	0	Cc1onc(-c2ccccc2)c1C(=O)N1CCN(c2ncccn2)CC1
27	2%	-2	0.1	5	-2	-6	1	1.6%	5	CN(CCOc1ccccc1)CC(=O)Nc1ccc(S(=O)(=O)N2CCCC2)cc1
28	-20%	-5	-0.3	0	0	-7	24	-0.2%	4	CNc1nc(-c2ccc3c(c2)CCN3C(=O)c2ccccc2F)cs1
29	-1%	-2	1.0	3	0	-17	-6	-0.9%	9	CCN(CC)C(=O)C1CCCN(Cc2ccc3c(c2)OCO3)C1 (configuration not stated)
30	-12%	-2	0.9	2	-4	6	9	-0.5%	-8	COc1ccc(OCCCC(=O)NCCc2nc3ccccc3[nH]2)cc1
31	-19%	3	0.4	9	-37	-6	/	1.0%	-4	CC(=O)Nc1ccc(-c2csc(Nc3cc(C)ccn3)n2)cc1
32	-21%	-5	-1.7	0	-27	-7	14	-3.6%	-3	CN(C)c1ccc(NC(=O)CSc2nnc(-c3cccs3)n2Cc2ccco2)cc1
33	-5%	1	-0.7	2	2	9	1	4.1%	3	COc1ccc2nc(SC)cc(C)c2c1
34	-5%	-3	-1.3	8	-1	5	7	1.1%	0	COc1cccc(NC(=O)CN(C)S(=O)(=O)c2ccc3nc(C)sc3c2)c1
35	-15%	-3	0.3	4	-31	-4	0	-0.4%	-3	CN1/C(=C\C(=O)CSc2nnc(NCc3ccccc3)s2)C(C)(C)c2ccccc21
36	/	0	-0.6	14	2	-24	-3	-0.9%	1	COc1ccc(CN(C)C(=O)C(Cc2ccccc2)NC(=O)c2ccccc2)c(OC)c1 (configuration not stated)
37	-11%	-23	-1.9	0	/	3	5	-1.7%	-3	CCOc1ccc2nc(C)cc(Nc3ccc(N4CCOCC4)cc3)c2c1
38	-19%	-1	1.9	4	2	-14	9	0.8%	-5	Cc1nc2ccccc2c(=O)n1/N=C/c1c(O)ccc2ccccc12
39	1%	6	-1.2	26	-18	-27	2	12%	0	COc1cccc(CNC(=O)Cn2c(SCC(=O)Nc3ccc(F)cc3)nc3ccccc32)c1
40	-5%	-5	-0.1	1	4	4	2	0.0%	-1	CN(C)S(=O)(=O)c1cccc(-c2nnc3n2CCCCC3)c1
41	-3%	-7	0.2	3	-8	-3	3	0.1%	0	C/C(CC(=O)Nc1ccc2c(c1)OCCO2)=N\NC(=O)c1cccc(O)c1
42	5%	-10	0.2	1	-4	16	-1	0.1%	-2	CC(C)(C)CC(=O)NCC(c1ccc2c(c1)OCO2)N1CCOCC1 (configuration not stated)
43	?	-1	-0.5	8	-3	-22	9	-1.0%	-5	CC(=O)c1cccc(OCc2cc(C(=O)N(C)Cc3ccc(C)o3)no2)c1
44	-5%	6	2.3	-1	-6	-10	-7	-4.0%	-2	Cc1ccc(/C=C/C(=O)NCc2cccs2)c(C)c1
45	-13%	-1	1.6	4	-14	11	0	1.2%	-14	OCCN1CCN(c2ncnc3c2c(-c2ccccc2)cn3-c2ccc(F)cc2)CC1
46	-8%	6	-0.1	0	-14	2	7	1.6%	4	COc1ccc(CCNC(=O)Cn2nnc(-c3cccs3)n2)cc1OC
47	-4%	20	-1.9	4	-4	1	-3	2.5%	-7	Cc1ccc(NC(=O)CNC(=O)c2ccco2)c(Cl)c1
48	2%	-7	0.5	2	-20	-3	/	-0.4%	1	O=C(CN1C(=O)COc2ccccc21)NCC1CCCO1 (configuration not stated)
49	-12%	-6	0.2	8	-9	-32*	-3	1.0%	-2	Cc1nnsc1NC(=O)OCc1ccc(C(C)(C)C)cc1
50	-7%	-4	0.6	0	-8	-10	-5	0.7%	7	COc1ccc(-c2csc(Nc3cccc(C)n3)n2)cc1

Entries of single compounds as entered above.
Results for C/C(CC(=O)Nc1ccc2c(c1)OCCO2)=N\NC(=O)c1cccc(O)c1 : Anesthetic bind: -3%; TRHR PAM: -7; TRHR ag: 0.2; D1 ag: 3; RXFP1 antag: -8; D1 antagonist: -3; D2 potentiator: 3; RXFP1 ag: 0.1%; D1 PAM: 0
Results for Cc1nnsc1NC(=O)OCc1ccc(C(C)(C)C)cc1 : Anesthetic bind: -12%; TRHR PAM: -6; TRHR ag: 0.2; D1 ag: 8; RXFP1 antag: -9; D1 antagonist: -32*; D2 potentiator: -3; RXFP1 ag: 1.0%; D1 PAM: -2
Results for OCCN1CCN(c2ncnc3c2c(-c2ccccc2)cn3-c2ccc(F)cc2)CC1 : Anesthetic bind: -13%; TRHR PAM: -1; TRHR ag: 1.6; D1 ag: 4; RXFP1 antag: -14; D1 antagonist: 11; D2 potentiator: 0; RXFP1 ag: 1.2%; D1 PAM: -14

More entries
nr	Anesthetic bind	TRHR PAM	TRHR ag	D1 ag	RXFP1 antag	D1 antagonist	D2 potentiator	RXFP1 ag	D1 PAM	SMILES
51	-4%	2	0.6	3	/	4	0	-0.8%	-3	CCC(C(=O)O)n1nnc(-c2ccc(OCc3ccccc3)c(OC)c2)n1 (configuration not stated)
52	93%[activator]	32*	-1.1	2	-5	-3	2	-1.3%	-3	COc1ccc(OC)c(-c2csc(NC(=O)Cc3ccccc3F)n2)c1
53	?	-1	-1.5	1	-11	-7	-9	4.9%	-3	CCOCc1[nH]c(=S)[nH]c(=O)c1Cc1ccc(OCC(C)C)cc1
54	-4%	3	0.2	2	0	13	8	?	-7	Cc1cc(NC(=O)CSc2nc(-c3ccccc3)c(C#N)c(=O)[nH]2)no1
55	-4%	6	-0.2	4	-6	23	-3	0.3%	3	CN(Cc1ccccc1)C(=O)CCC1CCN(S(C)(=O)=O)CC1
56	89%[activator]	-3	12	34*	-9	1	0	-0.3%	-4	Cc1ccn2c(Nc3c(C)cccc3C)c(-c3ccc(Cl)s3)nc2c1
57	-23%	-5	2.0	1	-78*	-11	7	0.3%	-4	CCOC(=O)CS(=O)(=O)c1nc(-c2ccccc2)cc(C(F)(F)F)n1
58	1%	2	0.5	3	-4	1	-2	0.1%	-5	Cc1ccc(/C=N/n2c(C)nnc2C)o1
59	/	0	-1.0	7	-3	-4	32*	1.1%	-3	CCOC(=O)c1c(NC(=O)COC(=O)CNC(=O)c2ccc(Cl)cc2Cl)sc(C(=O)N(C)C)c1C
60	/	12	-0.5	1	-33	13	2	-1.1%	-3	Cc1cccc(C)c1NC(=O)CN(C)C(=O)c1ccc(-n2cncn2)c([N+](=O)[O-])c1
61	-22%	7	0.5	27	-27	1	/	-1.6%	-1	Cc1cc(Nc2sc(C(=O)c3ccc(F)cc3)c(N)c2C(=O)Nc2ccc(F)cc2)ccc1Cl
62	6%	0	-0.4	3	-14	-7	2	-1.8%	2	Cc1cc(NC(=O)CN2CCOCC2)n(-c2ccccc2)n1
63	3%	-1	0.0	10	3	-25	0	8.0%	-5	CC(=O)c1c(C)[nH]c(C(=O)CSc2ncnc3sc(-c4ccccc4)cc23)c1C
64	?	-7	-0.4	3	/	-4	-1	1.4%	-5	Cc1ccc(N2Cc3ccccc3OC(C)C2=O)cc1 (configuration not stated)

Some of the compounds tested; rates above refer to the full screens.
